Assay outcomes as filed in PubChem BioAssay.
PGC1a acetyl inh – inhibitors of PGC1a acetylation signal, primary screen, cell-based, U2OS, AlphaScreen, inhibitor mode; AlphaScreen anti-acetyl-lysine; with virally co-expressed GCN5 acetyltransferase; inhibition, % at 15.6 µM; actives 0.17% (n = 350,000); AID 651687, 2012;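 active means every replicate shows inhibition of at least 40%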;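 further: 0% = neutral control wells and 100% = positive control wells; some results beyond the cut were filed as inactive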
PglD DTNB – C. jejuni PglD acetyltransferase inhibitors, primary screen, biochemical, DTNB colorimetric, single point | UDP-N-acetylbacillosamine N-acetyltransferase PglD (Campylobacter jejuni) | purified PglD enzyme, DTNB colorimetric CoA detection | inhibition, % at 12.5 µM | actives 0.098% (n = 360,000); in the data active means inhibition above about 16%, passing the limit was not always enough; further: strong numbers were not always called active
ERAP1 inh – human ERAP1 aminopeptidase inhibitors, primary screen, biochemical, single point, plate reader; Endoplasmic reticulum aminopeptidase 1 (Homo sapiens), Q9NZ08; recombinant ERAP1, Leu-AMC fluorescence, 60 min; inhibition, % at 10.7 µM; actives 0.15% (n = 340,000); AID 652197, 2013;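 active means mean replicate inhibition of at least 30%, or all replicates individually reaching that 30% level; inactive means mean below 30% and not every replicate reaching it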;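 further: 0% = neutral control wells and 100% = L-leucinethiol positive control wells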
Target sequence (Q9NZ08 whole entry, looked up): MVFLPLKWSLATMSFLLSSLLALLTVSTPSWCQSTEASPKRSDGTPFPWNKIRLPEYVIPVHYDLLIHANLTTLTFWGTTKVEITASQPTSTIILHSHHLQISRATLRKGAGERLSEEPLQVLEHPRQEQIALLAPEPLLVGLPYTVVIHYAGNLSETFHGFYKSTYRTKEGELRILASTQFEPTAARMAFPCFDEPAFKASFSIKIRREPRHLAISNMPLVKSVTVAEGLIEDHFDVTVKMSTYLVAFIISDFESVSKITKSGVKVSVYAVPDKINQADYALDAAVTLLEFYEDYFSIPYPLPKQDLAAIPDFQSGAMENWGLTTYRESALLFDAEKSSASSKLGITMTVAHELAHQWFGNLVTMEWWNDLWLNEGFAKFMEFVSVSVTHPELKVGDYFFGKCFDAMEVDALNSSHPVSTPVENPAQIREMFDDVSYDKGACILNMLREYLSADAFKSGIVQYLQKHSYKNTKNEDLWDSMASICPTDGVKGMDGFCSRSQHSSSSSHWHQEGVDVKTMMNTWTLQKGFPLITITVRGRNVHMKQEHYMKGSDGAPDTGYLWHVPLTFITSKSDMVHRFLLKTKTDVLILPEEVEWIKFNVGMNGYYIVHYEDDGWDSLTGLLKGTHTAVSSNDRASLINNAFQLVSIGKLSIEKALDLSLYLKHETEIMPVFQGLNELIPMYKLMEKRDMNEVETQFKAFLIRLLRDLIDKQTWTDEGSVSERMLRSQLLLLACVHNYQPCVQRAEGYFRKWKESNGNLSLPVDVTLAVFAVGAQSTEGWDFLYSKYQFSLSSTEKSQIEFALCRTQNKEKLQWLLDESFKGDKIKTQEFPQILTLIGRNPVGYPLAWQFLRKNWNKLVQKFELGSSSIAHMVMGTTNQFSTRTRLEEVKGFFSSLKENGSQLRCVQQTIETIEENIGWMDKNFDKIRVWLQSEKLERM
S100A4 inh HTS – inhibitors of S100A4-myosin IIA peptide binding, primary screen, biochemical, fluorescence polarization, TAMRA-MyoIIA peptide; Protein S100-A4 (Homo sapiens), P26447; actives 0.14% (n = 360,000); inhibition, % at 10.7 µM;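 active means mean inhibition of at least 70% across replicates, with every replicate also reaching that level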
Target sequence (P26447 whole entry, looked up): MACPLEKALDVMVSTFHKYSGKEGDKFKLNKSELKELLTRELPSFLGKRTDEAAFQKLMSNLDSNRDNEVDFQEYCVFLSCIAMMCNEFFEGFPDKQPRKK
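Material: human S100A4 monomer with TAMRA-labelled myosin IIA peptide; buffer or medium: HEPES pH 7.2 with CaCl2, KCl, NaCl, DTT, Triton; compound dosing: one concentration per compound; schedule: 5 min incubation before reading; benchmarks: neutral control DMSO, positive control TFP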
PAX8 reporter – inhibitors of PAX8-driven TPO luciferase reporter, primary screen, RMG-I cells, single concentration | SteadyGlo, 24 h | inhibition, % at 12.6 µM | AID 652154, 2013 | actives 1.2% (n = 360,000);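 active means mean replicate inhibition at least 60% with every replicate also reaching 60%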;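 further: luciferase light reporting Pax8 driven TPO promoter activity; plate controls were median of neutral control wells for no effect and mitoxantrone controls for full effect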
EWS-Fli block – EWS/Fli-driven NR0B1 reporter inhibitors, primary screen, A673 cells, NR0B1 luciferase, luminescence, MLPCN library; actives 0.67% (n = 350,000); viability-normalised; inhibition, % at 12.6 µM;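 active means mean inhibition of at least 50% after viability correction, with every replicate also passing that limit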;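 further: firefly luciferase signal divided by Alamar Blue viability fluorescence both relative to DMSO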
FN deposition inh – inhibitors of fibronectin matrix deposition, primary screen, AH1F cells, Alexa488-fibronectin fluorescence, plate reader; AH1F fibroblasts, overnight; inhibition, % at 12.6 µM; actives 0.086% (n = 350,000); AID 743247, 2014;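 active means mean inhibition across replicates of 30% or more, regardless of how many single replicates reach that level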;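 further: positive control wells lacked labelled fibronectin entirely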
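Assay system: AH1F fibroblasts / Quantity: 10000 cells per well / Medium: DMEM plus 2% serum, read in PBS / Reagent: labelled fibronectin 24 nM / Dosing: single dose, pinned / Times: 1 h cell attachment, overnight exposure to compound and label / Signal: fluorescence, ex 485 nm, em 525 nm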
LGR2 inh – inhibitors of bursicon-induced LGR2 CRE-luciferase signal, primary screen, cell-based, HEK293, CRE-luciferase reporter, bursicon stimulation | Drosophila bursicon receptor LGR2 (rickets) | bursicon-stimulated, 4 h | inhibition, % at 9.99 µM | actives 0.35% (n = 380,000);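 active means drop in luminescence signal, shown as inhibition above about 50% in the replicate tests, limit read from the data, passing the limit was not always enough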;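 further: agonist challenge used bursicon conditioned medium at about half maximal strength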
Starred values were filed as active, the others as inactive; x = no result given.

SMILES | PGC1a acetyl inh | PglD DTNB | ERAP1 inh | S100A4 inh HTS | PAX8 reporter | EWS-Fli block | FN deposition inh | LGR2 inh
Cc1ccccc1NC1(C#N)C(=O)Nc2ccccc21 (stereo unspecified) | 1 | -3 | x | x | 9 | x | 3 | x
CC(C)C(CCNC(=O)CN1C(=O)c2ccccc2C1=O)c1ccco1 (stereo unspecified) | -17 | -1 | x | x | 20 | x | -13 | x
CCOC(=O)C1CCN(C(=O)Cn2nc(C)n3cccc3c2=O)CC1 | -4 | -8 | 2 | -4 | -1 | x | -10 | -2
CO[C@@H]1CN(C)C(=O)c2ccc(NC(=O)Cc3ccccc3)cc2OC[C@@H](C)N(C(C)=O)C[C@@H]1C | 3 | 2 | 0 | -1 | x | 0 | 14 | -2
CC(C)[C@H]1COCc2cn(nn2)CC[C@H](Cc2ccccc2)C(=O)N1 | x | x | 1 | -9 | -6 | 0 | 0 | -3
COc1cc(CNCCCN2CCOCC2)cc(Br)c1OCc1ccc(Cl)cc1 | x | -1 | 6 | 1 | 29 | 17 | -13 | 99*
O=C(CCc1c[nH]c2ccccc12)N1CCN(c2ccc(O)cc2)CC1 | -6 | x | 1 | -2 | 20 | -38 | 1 | 15
O=C(c1cc(-c2cccc3ccccc23)nc2ccccc12)N1CCN(CCO)CC1 | -4 | -6 | 3 | -1 | 11 | -19 | 6 | x
COc1ccc(CC(=O)NC(C)C2COc3ccccc3O2)cc1OC (stereo unspecified) | x | x | 4 | 1 | 15 | -13 | -5 | 0
O=C(CSc1ccccc1C(=O)O)NC12CC3CC(CC(C3)C1)C2 | -2 | 2 | 0 | -4 | 4 | 6 | -1 | 9
Cc1ccc(S(=O)(=O)N2CCOCC2)cc1NC(=O)CSc1nnc(C2CC2)n1C1CC1 | x | -1 | -1 | 0 | -2 | 4 | 0 | -17
COCC(=O)Nc1ccc2c(c1)C(=O)N(C)[C@@H]1CC[C@H](CC(=O)OC)O[C@@H]1CO2 | 10 | 1 | x | x | -21 | 8 | -2 | 2
COc1cccc(-c2cc(CNC(=O)[C@H]3O[C@@H](n4cnc(C(N)=O)n4)[C@H](O)[C@@H]3O)no2)c1 | x | x | 1 | -2 | -9 | -17 | 3 | 10
CCCC(=O)Nc1ccc2c(c1)OC[C@@H](C)N(C(=O)CN(C)C)C[C@@H](C)[C@@H](OC)CN(C)C2=O | -1 | x | x | x | 0 | -1 | 2 | 11
Cc1c(C)c2ccc(O[C@@H]3O[C@H](CO)[C@H](O)[C@H](O)[C@H]3O)c(C)c2oc1=O | 4 | 3 | 1 | 1 | -16 | -17 | -5 | 3
Cc1cc(C)n(CC(O)COc2ccc(C(C)(C)C)cc2)n1 (stereo unspecified) | -7 | -2 | 5 | -1 | -19 | x | 4 | -31
C[C@@H]1CN([C@@H](C)CO)C(=O)c2cc(C#CCc3ccccc3)cnc2O[C@H]1CN(C)Cc1cccc(F)c1 | -9 | 0 | 3 | -6 | x | 11 | -3 | 14
CCOC(=O)C1CCN(c2c(NCc3ccc(C(=O)NC4CCCC4)cc3)c(=O)c2=O)CC1 | -1 | 2 | 1 | -2 | 9 | -5 | -6 | 12
CCC(=O)N1C[C@H](C)[C@@H](OC)CN(C)C(=O)c2cc(NC(=O)C3CCCCC3)ccc2OC[C@H]1C | 14 | -1 | -2 | 7 | -3 | 0 | -10 | 6
O=C(CN1CCOCC1)N/N=C/c1ccccc1 | 2 | 0 | -1 | 0 | 6 | 8 | x | -13

Ten structures already listed, ordered by count of non-hydrogen atoms, low to high:
SMILES | PGC1a acetyl inh | PglD DTNB | ERAP1 inh | S100A4 inh HTS | PAX8 reporter | EWS-Fli block | FN deposition inh | LGR2 inh
Cc1ccccc1NC1(C#N)C(=O)Nc2ccccc21 (stereo unspecified) | 1 | -3 | x | x | 9 | x | 3 | x
Cc1cc(C)n(CC(O)COc2ccc(C(C)(C)C)cc2)n1 (stereo unspecified) | -7 | -2 | 5 | -1 | -19 | x | 4 | -31
O=C(CSc1ccccc1C(=O)O)NC12CC3CC(CC(C3)C1)C2 | -2 | 2 | 0 | -4 | 4 | 6 | -1 | 9
CC(C)[C@H]1COCc2cn(nn2)CC[C@H](Cc2ccccc2)C(=O)N1 | x | x | 1 | -9 | -6 | 0 | 0 | -3
Cc1c(C)c2ccc(O[C@@H]3O[C@H](CO)[C@H](O)[C@H](O)[C@H]3O)c(C)c2oc1=O | 4 | 3 | 1 | 1 | -16 | -17 | -5 | 3
COCC(=O)Nc1ccc2c(c1)C(=O)N(C)[C@@H]1CC[C@H](CC(=O)OC)O[C@@H]1CO2 | 10 | 1 | x | x | -21 | 8 | -2 | 2
COc1cccc(-c2cc(CNC(=O)[C@H]3O[C@@H](n4cnc(C(N)=O)n4)[C@H](O)[C@@H]3O)no2)c1 | x | x | 1 | -2 | -9 | -17 | 3 | 10
CCOC(=O)C1CCN(c2c(NCc3ccc(C(=O)NC4CCCC4)cc3)c(=O)c2=O)CC1 | -1 | 2 | 1 | -2 | 9 | -5 | -6 | 12
CCCC(=O)Nc1ccc2c(c1)OC[C@@H](C)N(C(=O)CN(C)C)C[C@@H](C)[C@@H](OC)CN(C)C2=O | -1 | x | x | x | 0 | -1 | 2 | 11
CCC(=O)N1C[C@H](C)[C@@H](OC)CN(C)C(=O)c2cc(NC(=O)C3CCCCC3)ccc2OC[C@H]1C | 14 | -1 | -2 | 7 | -3 | 0 | -10 | 6

Additional compounds:
SMILES | PGC1a acetyl inh | PglD DTNB | ERAP1 inh | S100A4 inh HTS | PAX8 reporter | EWS-Fli block | FN deposition inh | LGR2 inh
COc1ccc(OCC(=O)NNC(=O)c2cc3ccccc3o2)cc1 | -4 | 2 | -2 | -1 | 9 | 8 | 9 | 16
Cc1ccc(C)c(S(=O)(=O)N2CCN(C(=O)CSc3ccccc3)CC2)c1 | x | -1 | -1 | -2 | 16 | -3 | 3 | -2
C[C@@H]1C(=O)O[C@H]2C[C@@]34[C@H]5C[C@@H](C(C)(C)C)[C@]36[C@@H](OC(=O)[C@@H]6O)O[C@@]4(C(=O)O5)[C@]21O | -7 | 2 | -2 | -2 | -1 | -3 | -3 | -9
FC(F)(F)c1cc(CCN2CCNC[C@@H]2CC2CCCCC2)cc(C(F)(F)F)c1 | -28 | 2 | 9 | 8 | 11 | 55* | -4 | 13
COc1ccc(S(=O)(=O)N(C)C[C@@H]2Oc3ccc(NC(=O)Nc4ccccc4)cc3CC(=O)N([C@H](C)CO)C[C@H]2C)cc1 | -12 | -1 | 1 | -5 | -20 | 1 | x | -2
CC(C)CC(NC(=O)C(COCc1ccccc1)NC(=O)OC(C)(C)C)C(=O)NN (stereo unspecified) | x | x | -2 | -4 | 12 | 0 | -11 | 7
COc1ccccc1C(=O)NCCC(=O)N1CCCC(C(F)(F)F)C1 (stereo unspecified) | x | -2 | -1 | -2 | 14 | x | -1 | -21
COc1c(C)cc(C(=O)C2CCCN(C(=O)Cn3nc(C)nc3C)C2)cc1C (stereo unspecified) | -1 | 5 | -1 | 3 | -3 | 4 | 4 | -1
O=C(NCC1CCCO1)C1CCN(S(=O)(=O)c2ccccc2)CC1 (stereo unspecified) | x | 8 | -1 | 0 | 12 | -2 | -7 | 25
CCc1ccc(N(C(=O)CNC(=O)c2ccco2)C(C(=O)NCC2CCCO2)c2ccccc2)cc1 (stereo unspecified) | x | x | -5 | 2 | 17 | -5 | 5 | 19
O=C(C[C@H]1C[C@H]2c3cc(NC(=O)C4CCC4)ccc3O[C@H]2[C@H](CO)O1)NCc1ccncc1 | 1 | 1 | 1 | -8 | -16 | 4 | 2 | 22
O=C(OCc1nnc(-c2ccccc2)o1)c1cccc(-n2cnnn2)c1 | 8 | -1 | -2 | -2 | -11 | -14 | -2 | 6
CCN(C(=O)c1c([N+](=O)[O-])cnn1C)c1ccccc1 | 1 | -1 | 10 | 28 | -21 | -6 | -1 | -14
CC1(C)CC(=O)c2cc(OCC(=O)O)ccc2O1 | -3 | -2 | 2 | 2 | x | 8 | x | -11
CC(C)n1nnnc1C1c2ccccc2C(=O)N1Cc1cccnc1 (stereo unspecified) | x | x | x | 1 | -4 | -6 | -5 | -37
COc1ccc(N2CCN(CC(=O)Nc3ccccc3C(=O)NC(C)c3ccccc3)CC2)cc1 (stereo unspecified) | -11 | 2 | -6 | -1 | 10 | 2 | -4 | 1
N#C[C@H]1[C@H](c2ccccc2-c2cccc(F)c2)[C@@H](CO)N1C(=O)C1CCCCC1 | -6 | x | x | 4 | 29 | -4 | -8 | -11
Cc1ccc(C(=O)NC2CC(C)(C)NC(C)(C)C2)cc1 | -11 | -2 | -2 | 1 | 2 | 5 | -1 | 13
O=C(CN1CCOCC1)NCC[C@H]1CC[C@@H](NS(=O)(=O)c2ccc(F)cc2)[C@@H](CO)O1 | 7 | 3 | -2 | 2 | 0 | 1 | x | 1
COCC(=O)N1CC[C@@H]2[C@@H](CO)Nc3ccc(C#Cc4ccc(F)cc4)cc3[C@@H]21 | -2 | x | 0 | x | x | x | 7 | 15
c1ccc(-c2ccccn2)nc1 | 1 | -2 | -2 | -5 | -11 | -11 | -1 | 15
CCn1c(=O)cc(OCC(=O)Nc2nc(C)cs2)c2ccccc21 | 0 | 0 | 0 | 9 | 34 | 8 | 2 | -1
CCCCOCCCNC(=O)C[C@@H]1C[C@@]2(C(=O)OC)CCCCC=C2N(Cc2ccc3c(c2)OCO3)C1=O | x | x | x | -1 | -7 | 4 | 3 | -8
O=C(CCN1C(=O)/C(=C/c2cccc(Br)c2)SC1=S)NNC(=O)c1cccnc1 | 6 | 3 | 1 | 1 | x | -2 | x | 0
O=C(NCCCNC(=O)c1cncc(O)c1)c1cncc(O)c1 | -3 | x | -4 | -13 | 2 | 2 | -8 | 11
CC(=O)Nc1ccc(NC(=O)C(C)OC(=O)CNS(=O)(=O)c2ccc(Br)cc2Cl)cc1 (stereo unspecified) | -6 | 7 | 1 | -3 | 11 | 11 | x | -26
O=C(NCc1ccccn1)c1cc(S(=O)(=O)N2CCCCCC2)ccc1Cl | 6 | -1 | -2 | 10 | -8 | -1 | 3 | -1
O=C(Cn1cc(C(F)(F)F)cc(Cl)c1=O)Nc1cccc(S(=O)(=O)N2CCCCC2)c1 | -18 | 5 | 0 | -4 | 6 | 12 | -3 | -7
COCCOC(=O)N1C(=O)[C@@]2(c3cc(C#CCCO)ccc31)[C@H](c1ccccc1OCCO)N1[C@H](c3ccccc3)[C@H](c3ccccc3)OC(=O)[C@H]1[C@@H]2C(=O)N1CCc2cc(OC)c(OC)cc2C1 | x | -6 | 0 | 39 | 2 | 0 | x | x
